CCT chaperon mod: cytosolic chaperonin activity modulation | purified chaperonin ATPase assay, HTRF ADP detection, 30 min | activity change, % (concentration not given with the values), hits read low | 360,000 compounds, 0.3% hits | AID 651819; in the data active = activity change below about -30%; also: % is scaled to controls: 0 for no effect and ±100 for the full control effect
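TRiC (40 or 20 nM final, by batch activity) in 30 mM Tris pH 7.4, 100 mM KCl, 5 mM MgCl2, 1 mM DTT was treated with compound at 76 uM single dose, then 10 uM ATP, 30 min at 37 °C. ADP was read by HTRF Transcreener.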
Mm-Cpn inhibitor: inhibitors of Methanococcus maripaludis chaperonin (MmCpn); purified Mm-Cpn ATPase, ADP Transcreener TR-FRET; Potency, µM (doses to about 76.9 µM), inactives show at the top dose activity, negative = inhibition, actives largely listed as inhibitors; 330,000 compounds, 0.031% hits; also: potency is read from the fitted curve at half-maximal effect; % is scaled to controls: 0 for no effect and ±100 for the full control effect; nearly all actives have a fitted effect of over 80% in size
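Quantitative HTS used 25 nM Mm-CPN and 10 uM ATP in magnesium/KCl Tris buffer, pH 7.4, with 1 mM DTT. Hydrolysis ran 30 min at 37°C; ADP was read by HTRF.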
DRD3 agonist: D3 dopamine receptor (human) agonism | D3R DiscoveRx beta-arrestin cells, luminescence, 90 min | max activation, % | 410,000 compounds, 0.58% hits; in the data active = max activation above about 30%; also: 0% is about no effect; mostly tested at two doses, the higher about 12 µM
Target sequence (P35462 whole entry, looked up): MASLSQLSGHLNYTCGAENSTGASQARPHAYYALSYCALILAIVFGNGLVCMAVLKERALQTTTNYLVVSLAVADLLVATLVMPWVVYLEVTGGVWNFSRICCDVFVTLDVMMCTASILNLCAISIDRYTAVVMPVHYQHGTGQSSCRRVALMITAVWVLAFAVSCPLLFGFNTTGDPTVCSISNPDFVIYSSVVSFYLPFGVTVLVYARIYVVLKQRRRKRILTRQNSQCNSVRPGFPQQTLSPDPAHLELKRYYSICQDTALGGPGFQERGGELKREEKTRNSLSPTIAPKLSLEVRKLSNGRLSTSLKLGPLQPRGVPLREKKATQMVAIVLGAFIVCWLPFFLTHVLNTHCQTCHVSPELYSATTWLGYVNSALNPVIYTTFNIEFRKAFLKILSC
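Agonist-mode cell screen: cells plated at 1500/well and incubated overnight at 37 °C, then exposed to library compounds for 90 min at 37 °C. Detection reagent was added for 30–60 min at room temperature, and luminescence was read.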
EPAC2 antagonist: blocks human EPAC2 exchange factor | AID 720708 | Potency, µM (top dose mostly 114 µM), for the others: at the top dose activity, negative = inhibition, hits mostly inhibitors | EPAC2 GEF exchange of Rap1B-BODIPY-GDP, fluorescence | 360,000 compounds, 0.18% hits | Q8WZA2; also: potency is read from the fitted curve at half-maximal effect; % is scaled to controls: 0 for no effect and ±100 for the full control effect; nearly all actives have a fitted effect of over 45% in size; many of its hits are not listed in these tables
pAkt inh: Akt phosphorylation inhibition; Neuro2A IGF-stimulated pAkt S473 HTRF, 20 min; active compounds read low; activity change, % for hits at 50 µM; 360,000 compounds, 0.32% hits; AID 651550; in the data active = activity change below about -80%; inconclusive = mostly about -51% to -80%; also: % is scaled to controls: 0 for no effect and ±100 for the full control effect
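Neuro2A cells (4,500/well, DMEM with 0.5% FBS) were treated with compound at a single 50 µM final concentration, stimulated with 6 nM IGF for 20 min at 37 °C, and lysed. Phospho-Akt Ser473 was read by HTRF as 665/615 ratio ×10^4.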
PTHR1 ag: agonists of human PTHR1 parathyroid hormone receptor; Q03431; HEK293 GP2 PTHR1 cells, GloSensor cAMP luminescence, 1 h; 410,000 compounds, 0.075% hits; Potency, µM (series often up to 115 µM), for inactives: top-dose activation, actives largely listed as activators; also: potency is read from the fitted curve at half-maximal effect; nearly all actives have a fitted effect of over 55% in size; some results filed as inactive show a strong effect at the top dose; inactives centre near -15; many of its hits are not listed in these tables
Target sequence (Q03431 whole entry, looked up): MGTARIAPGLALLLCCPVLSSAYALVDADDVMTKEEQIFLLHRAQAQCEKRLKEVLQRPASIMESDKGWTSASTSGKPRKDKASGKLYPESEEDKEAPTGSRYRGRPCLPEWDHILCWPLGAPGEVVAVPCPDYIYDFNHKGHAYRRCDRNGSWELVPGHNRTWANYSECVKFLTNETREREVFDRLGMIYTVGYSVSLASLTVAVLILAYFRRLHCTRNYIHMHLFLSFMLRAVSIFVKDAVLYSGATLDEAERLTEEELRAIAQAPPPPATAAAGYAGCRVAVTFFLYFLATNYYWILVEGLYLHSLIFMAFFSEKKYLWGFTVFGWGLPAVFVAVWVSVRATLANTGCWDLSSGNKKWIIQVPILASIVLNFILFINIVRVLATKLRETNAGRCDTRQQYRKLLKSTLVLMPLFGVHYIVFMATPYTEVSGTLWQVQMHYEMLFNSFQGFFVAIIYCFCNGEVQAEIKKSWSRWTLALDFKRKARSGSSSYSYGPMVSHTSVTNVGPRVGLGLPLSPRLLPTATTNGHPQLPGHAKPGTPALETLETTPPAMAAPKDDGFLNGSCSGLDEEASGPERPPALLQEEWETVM
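HEK-293-derived GP2 cells expressing PTHR1 and a GloSensor cAMP reporter, 3,000/well, plated overnight, given luciferin plus IBMX (each 0.5 mM as added) for 1 h at 37 °C, then compound for 1 h at 37 °C. Luminescence was read after 15 min at room temperature.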
EPAC2 ag: agonists of human EPAC2 (RAPGEF4); Q8WZA2; EPAC2 activation, biochemical qHTS; response scale: 100% = 6.5 mM cAMP response; Potency, µM (doses to about 154 µM), for the others: top-dose activation, most hits filed as activators; 360,000 compounds, 0.079% hits; AID 720711; also: potency is read from the fitted curve at half-maximal effect; nearly all actives have a fitted effect of over 50% in size
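qHTS, titration series. 100 nM EPAC2 / 250 nM Rap1B-BODIPY-GDP / 50 uM GDP; RT; ex 480/em 540 nm, 5-min reads to 30 min. Norm. to 6.5 mM cAMP = activation.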
D3 antag: antagonists of human D3 dopamine receptor; max response, negative = inhibition, %; D3R cells, DiscoveRx beta-arrestin luminescence, antagonist mode; active compounds read low; 360,000 compounds, 2.5% hits; in the data active = max response below about -50%; inconclusive = no clear call, values can overlap the other calls; also: % is scaled to controls: 0 for no effect and ±100 for the full control effect; mostly tested at two doses, the higher about 12 µM
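Cells expressing the human receptor were seeded at 1500 cells/well, incubated overnight at 37 degrees C in 5% CO2, then exposed to library compounds with dopamine controls for 90 minutes at 37 degrees C before luminescent detection.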
The depositor's hits bear a star; & = joins results of further samples; [ ] = another dose, or the depositor's remark. Unless noted, calls follow the shape of the dose curve; as a rule, active = well fitted curve in the direction sought with a large enough effect; inconclusive = small, poorly fitted or top-dose-only effect, or another doubt; inactive = no such curve, though single readings can be large; an effect the other way counts as inactive or inconclusive. Only part of the results is shown; rates above refer to the full screens.

What do the screens show for `O=C(COc1ccccc1)NNC(=O)c1cccs1`?
CCT chaperon mod: 1.6; Mm-Cpn inhibitor: 2%; DRD3 agonist: 3; EPAC2 antagonist: -5%; pAkt inh: inactive; PTHR1 ag: inactive; EPAC2 ag: 4%; D3 antag: 16

What do the screens show for `C/C(=N\O)C(=O)NCCCNCCCN(C)C`?
CCT chaperon mod: 0.1; DRD3 agonist: 3; EPAC2 antagonist: -1%; pAkt inh: inactive; PTHR1 ag: -2%; EPAC2 ag: -9%; D3 antag: -10

Results for N#C/C(=C\c1c(N2CCCCC2)nc2ccccn2c1=O)S(=O)(=O)c1ccccc1 ?
CCT chaperon mod: 1.5; Mm-Cpn inhibitor: 2%; DRD3 agonist: -2; EPAC2 antagonist: -8%; pAkt inh: inactive; PTHR1 ag: -27%; EPAC2 ag: 14%; D3 antag: -5

What do the screens show for `CCc1c(Cl)nc(N)nc1Nc1ccccc1Cl`?
CCT chaperon mod: 3.6; DRD3 agonist: 4; EPAC2 antagonist: 13%; pAkt inh: inactive; PTHR1 ag: -38%[inhibitor]; EPAC2 ag: 3%; D3 antag: -1

How did Nn1c(COc2ccccc2)nnc1SCc1cc(=O)[nH]c2ccccc12 do in these assays?
CCT chaperon mod: -17; Mm-Cpn inhibitor: 1%; DRD3 agonist: -5; EPAC2 antagonist: -4%; pAkt inh: inactive; PTHR1 ag: -4%[57.5 µM]; EPAC2 ag: 12%; D3 antag: inconclusive

How did COCc1cc(/C=N\NC(=O)COc2ccc(Cl)cc2)ccc1OC do in these assays?
CCT chaperon mod: -2.0; Mm-Cpn inhibitor: 1%; DRD3 agonist: 9; EPAC2 antagonist: -3%; pAkt inh: inactive; PTHR1 ag: -4%; EPAC2 ag: 3%; D3 antag: -14

What do the screens show for `CC(=O)N1CC(C)Oc2ccc(S(=O)(=O)NC(CC(=O)O)c3ccccc3C)cc21` (stereo not given)?
CCT chaperon mod: -0.3; Mm-Cpn inhibitor: 0%; DRD3 agonist: 0; EPAC2 antagonist: 3%; pAkt inh: inactive; PTHR1 ag: inactive; EPAC2 ag: 13%; D3 antag: -9

How did CC(Oc1ccccc1)c1ccnc2nc(N3CCOCC3)nn12 (stereo not given) do in these assays?
CCT chaperon mod: -2.0; Mm-Cpn inhibitor: 3%; DRD3 agonist: 0; EPAC2 antagonist: -7%; pAkt inh: inactive; PTHR1 ag: inactive; EPAC2 ag: 1%; D3 antag: -10

Results for COc1nc(N(C)C)nc(N(OC)S(=O)(=O)c2ccccc2Cl)n1 ?
CCT chaperon mod: 1.2; Mm-Cpn inhibitor: 2%; DRD3 agonist: 1; EPAC2 antagonist: -1%; pAkt inh: inactive; PTHR1 ag: inactive; EPAC2 ag: 6%; D3 antag: 3

What do the screens show for `Cc1cc(C)c(S(=O)(=O)N(C)CC(=O)N2CCCCC2)c(C)c1`?
CCT chaperon mod: -1.3; Mm-Cpn inhibitor: 0%; DRD3 agonist: 10; EPAC2 antagonist: -2%; pAkt inh: inactive; PTHR1 ag: -6%; EPAC2 ag: 16%; D3 antag: -2

How did Cc1c(NS(=O)(=O)c2cccc(C(=O)O)c2)c(=O)n(-c2ccccc2)n1C do in these assays?
CCT chaperon mod: 2.6; Mm-Cpn inhibitor: -2%; DRD3 agonist: -7&6; EPAC2 antagonist: 10%; PTHR1 ag: -15%; EPAC2 ag: 1%; D3 antag: 1

Results for O=C(CC1(O)C(=O)Nc2cc(Cl)cc(Cl)c21)c1ccncc1 (stereo not given) ?
CCT chaperon mod: 0.9; Mm-Cpn inhibitor: 0%; DRD3 agonist: -38; EPAC2 antagonist: 15%; pAkt inh: inactive; PTHR1 ag: inactive; EPAC2 ag: 3%; D3 antag: inconclusive

No new results follow: entries from further up.
What do the screens show for `O=C(COc1ccccc1)NNC(=O)c1cccs1`?
CCT chaperon mod: 1.6; Mm-Cpn inhibitor: 2%; DRD3 agonist: 3; EPAC2 antagonist: -5%; pAkt inh: inactive; PTHR1 ag: inactive; EPAC2 ag: 4%; D3 antag: 16

What do the screens show for `C/C(=N\O)C(=O)NCCCNCCCN(C)C`?
CCT chaperon mod: 0.1; DRD3 agonist: 3; EPAC2 antagonist: -1%; pAkt inh: inactive; PTHR1 ag: -2%; EPAC2 ag: -9%; D3 antag: -10

The results go on:
How did CC1CCCCC1NCC(=O)Nc1ccccc1-c1ccccc1 (stereo not given) do in these assays?
CCT chaperon mod: 1.8; Mm-Cpn inhibitor: 0%; DRD3 agonist: -13; EPAC2 antagonist: -6%; pAkt inh: inactive; PTHR1 ag: 0%[57.5 µM]; EPAC2 ag: 5%; D3 antag: inconclusive

What do the screens show for `Cc1nc2ccc(Nc3ccncc3)cc2s1`?
CCT chaperon mod: -2.2; Mm-Cpn inhibitor: 0%; DRD3 agonist: -8; EPAC2 antagonist: 1%; pAkt inh: inactive; PTHR1 ag: inactive; EPAC2 ag: -3%; D3 antag: -27

How did C=CCNS(=O)(=O)c1ccc2c(c1)n(C)c(=O)n2C do in these assays?
CCT chaperon mod: 0.3; Mm-Cpn inhibitor: -1%; DRD3 agonist: 3; EPAC2 antagonist: 0%; pAkt inh: inactive; PTHR1 ag: inactive; EPAC2 ag: -5%; D3 antag: 16

Results for Cc1nc(S(=O)(=O)c2ccc(Cl)cc2)c(N(C)C)o1 ?
CCT chaperon mod: 0.0; Mm-Cpn inhibitor: -2%; DRD3 agonist: 1; EPAC2 antagonist: 3%; pAkt inh: inactive; PTHR1 ag: inactive; EPAC2 ag: 8%; D3 antag: 3

What do the screens show for `O=C(COc1ccc(Cl)cc1Cl)NCCCNC(=O)c1cnccn1`?
CCT chaperon mod: -1.8; Mm-Cpn inhibitor: 3%; DRD3 agonist: 5; EPAC2 antagonist: -26%; pAkt inh: inactive; PTHR1 ag: inactive; EPAC2 ag: 2%; D3 antag: -1

How did CN1CCN(CCCNC(=O)c2ccc(Cn3c(=S)[nH]c4ccc(Br)cc4c3=O)cc2)CC1 do in these assays?
CCT chaperon mod: -1.4; Mm-Cpn inhibitor: -1%; DRD3 agonist: -4; EPAC2 antagonist: 5%; pAkt inh: inactive; PTHR1 ag: inactive; EPAC2 ag: -13%; D3 antag: 9

How did COc1ccc(/C=N/NC(=O)C(C)Sc2ccccn2)cc1[N+](=O)[O-] (stereo not given) do in these assays?
CCT chaperon mod: -11; Mm-Cpn inhibitor: 1%; DRD3 agonist: 2; EPAC2 antagonist: -2%; pAkt inh: inactive; PTHR1 ag: -7%; EPAC2 ag: 3%; D3 antag: 1

What do the screens show for `O=C(NCCc1ccccc1)C1CCC(=O)N(Cc2ccc(Cl)cc2)C1` (stereo not given)?
CCT chaperon mod: 1.4; Mm-Cpn inhibitor: 0%; DRD3 agonist: 3; EPAC2 antagonist: 14%; pAkt inh: inactive; PTHR1 ag: inactive; EPAC2 ag: 2%; D3 antag: 4

Results for COc1ccc(-n2c(CNc3ccc(C)cc3)nnc2SCC(=O)Nc2nc(-c3ccccc3)cs2)cc1 ?
CCT chaperon mod: 1.6; Mm-Cpn inhibitor: 1%; DRD3 agonist: -9; EPAC2 antagonist: 21%; pAkt inh: inactive; PTHR1 ag: inactive; EPAC2 ag: -1%; D3 antag: -15

Results for CCS(=O)(=O)N1CCc2nc(-c3ccccc3)sc2C1 ?
CCT chaperon mod: -3.5; Mm-Cpn inhibitor: 1%; DRD3 agonist: 0; EPAC2 antagonist: -7%; pAkt inh: inactive; PTHR1 ag: -33%[inhibitor]; EPAC2 ag: 6%; D3 antag: -2

How did Cc1cc(N2CCOCC2)n2ncc(-c3ccccc3Cl)c2n1 do in these assays?
CCT chaperon mod: -1.1; Mm-Cpn inhibitor: 0%; DRD3 agonist: 7; EPAC2 antagonist: -28%; pAkt inh: inactive; PTHR1 ag: -19%; EPAC2 ag: 11%; D3 antag: 3

How did C=CCOc1ccc(/C=C2/C(=O)ON=C2C)cc1OCC do in these assays?
CCT chaperon mod: 0.4; Mm-Cpn inhibitor: 0%; DRD3 agonist: 2; EPAC2 antagonist: -23%; pAkt inh: inactive; PTHR1 ag: -29%; EPAC2 ag: -3%; D3 antag: 13

How did CCOC(=O)CSc1nc2c(c(=O)[nH]c(=O)n2C)n1CCCc1ccccc1 do in these assays?
CCT chaperon mod: 0.2; Mm-Cpn inhibitor: -2%; DRD3 agonist: -3; EPAC2 antagonist: 7%; pAkt inh: inactive; PTHR1 ag: -22%; EPAC2 ag: -3%; D3 antag: inconclusive

How did Cc1cc(=O)[nH]c(SCC(=O)Nc2ccc(C(=O)O)cc2)n1 do in these assays?
CCT chaperon mod: -2.7; Mm-Cpn inhibitor: 0%; DRD3 agonist: 2; EPAC2 antagonist: 17%; pAkt inh: inactive; PTHR1 ag: -3%; EPAC2 ag: 9%; D3 antag: 7

Results for CCC(C)NC(=O)CSc1ccc(S(=O)(=O)N2CCN(Cc3ccccc3)CC2)cn1 (stereo not given) ?
CCT chaperon mod: -3.2; Mm-Cpn inhibitor: -2%; DRD3 agonist: -2; EPAC2 antagonist: 0%; pAkt inh: inactive; PTHR1 ag: -26%; EPAC2 ag: 9%; D3 antag: -4

How did CSc1ccc(NC(=O)C2(C)CCN2C(=O)C2(c3ccccc3)CC2)cc1 (stereo not given) do in these assays?
CCT chaperon mod: 0.0; DRD3 agonist: -9; EPAC2 antagonist: 11%; pAkt inh: inactive; PTHR1 ag: -65%[inhibitor]; EPAC2 ag: 17%; D3 antag: inconclusive

Results for CCOC(=O)c1cc(-c2ccccc2)sc1NC(=O)C(C)OC(=O)c1cccnc1OCC (stereo not given) ?
CCT chaperon mod: 0.2; Mm-Cpn inhibitor: -10%; DRD3 agonist: 8; EPAC2 antagonist: -14%; pAkt inh: inactive; PTHR1 ag: -24%; EPAC2 ag: 14%; D3 antag: 0

What do the screens show for `Cc1onc(-c2ccccc2)c1C(=O)Nc1sc2c(c1C#N)CCC(C)C2` (stereo not given)?
CCT chaperon mod: -0.9; Mm-Cpn inhibitor: -3%; DRD3 agonist: 32*; EPAC2 antagonist: -4%; pAkt inh: inactive; PTHR1 ag: -7%[57.5 µM]; EPAC2 ag: 2%; D3 antag: 15

How did CCCNC1=C(C)C(=O)CC1 do in these assays?
CCT chaperon mod: -2.4; Mm-Cpn inhibitor: -1%; DRD3 agonist: 10; EPAC2 antagonist: -1%; pAkt inh: inactive; PTHR1 ag: inactive; EPAC2 ag: 6%; D3 antag: 8
